Assay outcomes as filed in PubChem.
IDH1 R132H inh: inhibitors of human mutant IDH1 R132H | AID 602179 | 390,000 tested, 0.093% active | IDH1-R132H enzyme, NADPH consumption, diaphorase/resazurin fluorescence | Potency, µM (top dose mostly 76.6 µM), for the others: at the top dose activity change, negative = inhibition, hits mostly inhibitors | O75874; also: % is scaled to controls: 0 for no effect and ±100 for the full control effect; nearly all actives have a fitted effect of over 65% in size
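IDH1-R132H (0.5 ug/mL dispensed) in pH 7.5 Tris buffer was preincubated 30 min with compound, then given a substrate mix of 0.016 mM NADPH and 2 mM alpha-KG for 80 min at room temperature; remaining NADPH was read by diaphorase/resazurin fluorescence.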
rTrxR1 inhibitor: rat TrxR1 inhibition; 390,000 tested, 1% active; O89049; Potency, µM (titrated, usually from 114 µM), for the others: at the highest dose activity change, negative = inhibition, most hits filed as inhibitors; recombinant rTrxR1, NADPH fluorescence consumption, selenite substrate; also: % is scaled to controls: 0 for no effect and ±100 for the full control effect; nearly all actives have a fitted effect of over 65% in size
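Rat TrxR1 (90 nM in the dispensed reagent) was pre-reduced with 400 uM NADPH for 5 min at room temperature, then incubated with compound for 15 min. After 400 uM selenite was added, NADPH fluorescence (Ex 340/Em 450 nm) was followed for 8 min.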
TrxR1 substrate: substrates of rat thioredoxin reductase 1; O89049; purified TrxR1 substrate turnover, NADPH consumption readout; Potency, µM (titrated, usually from 114 µM), without a hit: at the highest dose activity change, negative = substrate turnover; 390,000 tested, 0.01% active; AID 588456; also: % is scaled to controls: 0 for no effect and ±100 for the full control effect; nearly all actives have a fitted effect of over 50% in size
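Rat TrxR1, dispensed at 90 nM, was prereduced with 400 uM NADPH (final) for 5 min at ~22 deg C, then incubated with compound 15 min before 400 uM selenite. A first-read NADPH fluorescence drop versus no-compound background flagged substrates.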
ALOX12 inh: blocks human arachidonate 12S-lipoxygenase; AID 1671190; purified 12hLO, xylenol orange hydroperoxide absorbance; P18054; 580,000 tested, 1.1% active; Potency, µM (top dose mostly 108 µM), inactives show at the top dose activity change, negative = inhibition, hits mostly inhibitors; also: % is scaled to controls: 0 for no effect and ±100 for the full control effect
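Hydroperoxide product was detected by ferrous iron/xylenol orange as the 573 to 405 nm absorbance ratio. Arachidonic acid at 40 uM (final) was turned over for 30 min at room temperature by 150 nM human 12hLO, pH 7.0 Hepes buffer, after 15 min compound preincubation.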
Vif-A3G inh: Vif-A3G binding inhibition. 410,000 tested, 0.076% active. Q9HC16. Potency, µM (top dose mostly 46.1 µM), for the others: at the top dose activity, negative = active, actives largely listed as inhibitors. AID 602310. HeLa A3G-eYFP + Vif (tagged APOBEC3G with the HIV-1 protein that degrades it), YFP fluorescence, overnight;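 also: % is scaled to controls: 0 for no effect and ±100 for the full control effect; nearly all actives have a fitted effect of over 60% in size; hits raise eYFP signal because A3G escapes Vif-driven loss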
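HeLa cells stably expressing Vif and C-terminally eYFP-tagged A3G, seeded overnight at 37 deg C, then exposed to compound by pintool overnight at 37 deg C. Rise in yellow fluorescence (Ex 488/Em 500-530, Acumen) marks blocked Vif-driven A3G degradation.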
RXFP1 agonist: agonists of human relaxin receptor RXFP1. HEK293T-RXFP1 cAMP TR-FRET, 30 min; response scale: percent of porcine relaxin response, buffer zero. AID 2676. Q9HBX9. Potency, µM (top dose mostly 57.5 µM), for the others: at the top dose activation, actives largely listed as activators. 370,000 tested, 0.3% active; also: % is scaled to controls: 0 for no effect and ±100 for the full control effect; nearly all actives have a fitted effect of over 60% in size; many of its hits are not listed in these tables
Target sequence (Q9HBX9 whole entry, looked up): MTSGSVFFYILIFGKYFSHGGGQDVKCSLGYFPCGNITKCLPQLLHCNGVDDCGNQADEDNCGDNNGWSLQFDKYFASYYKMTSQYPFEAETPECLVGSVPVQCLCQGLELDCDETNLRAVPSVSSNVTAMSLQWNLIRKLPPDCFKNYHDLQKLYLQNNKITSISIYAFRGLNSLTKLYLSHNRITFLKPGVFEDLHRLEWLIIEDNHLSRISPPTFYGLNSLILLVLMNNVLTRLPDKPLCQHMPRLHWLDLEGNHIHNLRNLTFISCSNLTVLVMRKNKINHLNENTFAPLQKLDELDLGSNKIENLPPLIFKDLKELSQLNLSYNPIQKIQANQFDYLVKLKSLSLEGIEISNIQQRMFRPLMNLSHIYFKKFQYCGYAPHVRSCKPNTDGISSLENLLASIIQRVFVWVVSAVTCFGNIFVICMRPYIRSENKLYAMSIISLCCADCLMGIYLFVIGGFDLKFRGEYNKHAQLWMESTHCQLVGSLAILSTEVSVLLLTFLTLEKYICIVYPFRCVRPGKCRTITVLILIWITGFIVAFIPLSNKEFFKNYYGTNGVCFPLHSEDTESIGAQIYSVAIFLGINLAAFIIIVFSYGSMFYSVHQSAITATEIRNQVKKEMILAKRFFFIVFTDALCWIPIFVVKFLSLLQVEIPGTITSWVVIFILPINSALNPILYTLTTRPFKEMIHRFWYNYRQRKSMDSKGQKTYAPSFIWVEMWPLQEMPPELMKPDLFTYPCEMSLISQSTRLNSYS
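cAMP rise read by TR-FRET after 30 min, 37C compound exposure (up to 58 uM) in RXFP1-transfected HEK293 cells with Ro 20174 present. EC50 from Hill-equation fits, with 29 nM porcine relaxin as 100% and buffer as basal.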
USP1-UAF1 inh: USP1/UAF1 (human) deubiquitinase inhibition. O94782. recombinant USP1/UAF1, Ub-Rhodamine cleavage fluorescence. Potency, µM (series often up to 57.1 µM), without a hit: at the highest dose activity change, negative = inhibition, hits mostly inhibitors. 390,000 tested, 0.23% active; also: % is scaled to controls: 0 for no effect and ±100 for the full control effect; nearly all actives have a fitted effect of over 60% in size; inactives centre near -12
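In this screen, compounds sit with the deubiquitinase complex (1nM) for 15 min at room temperature before Ub-Rho is added at 150nM final. Fluorescence rise is then followed for 6 reads every 60 seconds.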
RGS4 inh: blocks human RGS4-accelerated GTP hydrolysis; Potency, µM (doses to about 114 µM), for the others: at the top dose activity change, negative = inhibition, actives largely listed as inhibitors; Transcreener GDP fluorescence polarization, RGS4-accelerated GTP hydrolysis; 390,000 tested, 0.039% active; AID 504845; also: % is scaled to controls: 0 for no effect and ±100 for the full control effect; nearly all actives have a fitted effect of over 75% in size; some results filed as inactive show a strong effect at the top dose
Target sequence (P49798 whole entry, looked up): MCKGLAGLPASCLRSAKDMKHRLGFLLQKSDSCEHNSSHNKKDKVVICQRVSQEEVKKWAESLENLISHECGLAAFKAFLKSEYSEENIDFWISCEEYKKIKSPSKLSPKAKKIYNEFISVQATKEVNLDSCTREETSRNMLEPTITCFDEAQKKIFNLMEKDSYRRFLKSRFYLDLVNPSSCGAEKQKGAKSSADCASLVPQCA
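MLSMR compounds (23 nl, pin-transferred) preincubated 10 min at room temperature with a 500nM (2x) first reagent, then RGS4 at 900nM (2x) plus Transcreener GDP mix added; fluorescence polarization (620/688 nm) read before and after 90 min at 30 °C.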
Vif-APOBEC3F blk: inhibitors of Vif-A3F interaction. HeLa A3F-eYFP + Vif (tagged APOBEC3F with the HIV-1 protein that degrades it), YFP fluorescence increase. 390,000 tested, 0.2% active. Potency, µM (highest dose often 46.1 µM), inactives show at the highest dose activity, negative = active; also: % of control where 0% means no effect; nearly all actives have a fitted effect of over 65% in size
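HeLa cells stably expressing Vif plus C-terminally eYFP-tagged A3F were seeded, incubated overnight at 37 deg C, dosed with compound, incubated overnight again at 37 deg C. Yellow fluorescence (Ex 488/Em 500-530) reported blocked Vif-mediated A3F-eYFP degradation.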
An asterisk follows results filed as active; ? = inconclusive; · = no result given; & = joins results of further samples; [ ] = remark or other dose. Calls follow the shape of the dose curve; as a rule, active = well fitted curve in the direction sought with a large enough effect; inconclusive = small, poorly fitted or top-dose-only effect, or another doubt; inactive = no such curve, though single readings can be large; an effect the other way counts as inactive or inconclusive. Potency is read from the fitted curve at half-maximal effect.

1	COc1ccc(CCNC(=O)CCc2c(C)nc3c(c(C)nn3-c3ccccc3)c2C)c(OC)c1
2	CCn1c(C)c(C)c2cc(C(=O)NCCc3cc(OC)ccc3OC)ccc21
3	Cn1c(=O)n(CCc2ccccc2)c(=O)c2c1ncn2Cc1ccccc1
4	CC1(c2ccc(Cl)cc2)NC(=O)N(CN2CCOCC2)C1=O (configuration not stated)
5	O=c1cc(-c2ccccc2)c2ccccc2[nH]1
6	COCCCNC(=O)NC(CCC(C)C)c1c(-n2cccc2)sc2c1CCN(C)C2 (configuration not stated)
7	COc1ccc(Cl)cc1NC(=O)COC(C)=O
8	O=C(CN1C(=O)C2CCCCN2c2ccc(C(=O)N3CCCC3)cc21)NCc1ccccc1F (configuration not stated)
9	CN1CCN(C(=O)C2=C[C@H](c3csc4ccccc34)C[C@H](OCCCCO)O2)CC1
10	Cc1ccccc1C(OCCN(C(C)C)C(C)C)c1ccccc1 (configuration not stated)
assay / compound | 1 | 2 | 3 | 4 | 5 | 6 | 7 | 8 | 9 | 10
IDH1 R132H inh | -2% | -3% | 2% | 7% | 3% | 3% | 5% | 1% | -1%[38.3 µM] | 4%
rTrxR1 inhibitor | 18% | 18%[57.1 µM] | 9% | 8% | -11%[57.1 µM] | -18% | 9% | 8%[57.1 µM] | -21% | 16%
TrxR1 substrate | 22% | 5%[57.1 µM] | 5% | -4% | -4%[57.1 µM] | -9% | 3% | 1%[57.1 µM] | -4% | 1%
ALOX12 inh | -8% | ? | -19% | -7% | -27% | -29% | 7% | 1% | ? | -16%
Vif-A3G inh | 0% | 3% | -3% | 1% | -1% | -3% | 1% | -5% | 1% | 1%
RXFP1 agonist | -1.1% | -1.2% | 0.2% | 1.6% | 1.8% | 5.9% | 1.9% | 0.9% | -0.9% | 4.4%
USP1-UAF1 inh | -17% | -31% | -17% | -14% | -16% | -21% | -19% | -21% | -19% | 6%
RGS4 inh | -4% | -4% | -5% | -10% | 4% | 0% | -12% | -22% | -29% | 24%
Vif-APOBEC3F blk | -1% | 5% | -16% | 6% | -1% | -10% | -9% | -8% | -2% | 2%

Three entries from above, sorted by the value under RXFP1 agonist, falling.
cpd	molecule	RXFP1 agonist
10	Cc1ccccc1C(OCCN(C(C)C)C(C)C)c1ccccc1 (configuration not stated)	4.4%
9	CN1CCN(C(=O)C2=C[C@H](c3csc4ccccc34)C[C@H](OCCCCO)O2)CC1	-0.9%
1	COc1ccc(CCNC(=O)CCc2c(C)nc3c(c(C)nn3-c3ccccc3)c2C)c(OC)c1	-1.1%

(list continues)
11	COc1cccc(CC2(CO)CCCN(Cc3ccc(CO)o3)C2)c1 (configuration not stated)
12	COc1cn(-c2ccccc2)nc1C(=O)Nc1ccc(C)cc1
13	COc1cc2c(cc1OC)C(c1ccc(Cl)cc1)N(c1cccc(C#N)c1)C(=O)C2 (configuration not stated)
14	CC(NC(=O)c1ccccc1F)c1nnc(SCC(=O)NC2CCCCC2)n1C (configuration not stated)
15	Cc1nc2sccn2c(=O)c1S(=O)(=O)NCCc1ccc(Cl)cc1
16	CCOC(=O)c1cccc(NC(=O)C(C)N2C(=O)c3ccccc3C2=O)c1 (configuration not stated)
17	CN([C@@H](Cc1ccc(OS(=O)(=O)c2cccc3cnccc23)cc1)C(=O)N1CCN(c2ccccc2)CC1)S(=O)(=O)c1cccc2cnccc12
18	C/C=C/Cn1c(SC)nc2c1c(=O)[nH]c(=O)n2C
19	Cc1ccccc1N=Cc1c(O)n(-c2nccs2)c(=O)c2ccccc12
20	CCCCOc1ccc(C(=O)Nc2ccc(OCC(=O)N3CCOCC3)cc2)cc1
assay / compound | 11 | 12 | 13 | 14 | 15 | 16 | 17 | 18 | 19 | 20
IDH1 R132H inh | -9% | -3% | -16% | 1% | 0% | 1% | 7% | 14% | 4% | 3%
rTrxR1 inhibitor | 27% | -10% | 16% | 15% | 11% | 5%[57.1 µM] | 3% | 10%[57.1 µM] | -4% | -9%
TrxR1 substrate | 3% | -6% | -2% | 5% | 4% | -8% | 0% | 7%[57.1 µM] | -8% | -7%
ALOX12 inh | -5% | -17% | -15% | 8% | 9% | -5% | · | ? | -6% | 6%
Vif-A3G inh | 2% | 1% | -9% | 0% | 0% | 2% | 1% | -1% | 0% | -1%
RXFP1 agonist | 2.2% | 0.3% | -0.2% | 0.6% | 14% | 1.2% | 3.3% | 2.5% | 2.4% | -0.2%
USP1-UAF1 inh | -8% | 3% | -18% | -12% | -16% | -13% | -22% | -10% | -24% | -16%
RGS4 inh | 17% | 1% | -7% | 0% | -1% | -8% | 12% | -22%[11.4 µM] | -9% | -7%
Vif-APOBEC3F blk | 4% | 0% | 1% | -4% | -8% | -11% | 4% | 3% | -2% | 4%

Brought forward from above: 2 entries, then new ones.
19	Cc1ccccc1N=Cc1c(O)n(-c2nccs2)c(=O)c2ccccc12
20	CCCCOc1ccc(C(=O)Nc2ccc(OCC(=O)N3CCOCC3)cc2)cc1
21	CC1=C(C(=O)N2CCOCC2)CC(CC(=O)NCc2cccs2)C(=O)N1CCC1=CCCCC1 (configuration not stated)
22	CCOC(=O)c1ccc(NC(=O)c2nn(C)c3c2COc2ccccc2-3)cc1
23	COc1ccc(-c2nc(CSc3nncn4c3cc3oc(C)cc34)c(C)o2)cc1
24	S=C(Nc1ccc(Cl)cc1)c1nc2ccccc2[nH]1
25	Cc1ccc2c(Sc3ccc(Cl)cc3)c(C(=O)N3CCCCC3)[nH]c2c1
26	COc1ccccc1CNC(=O)C1CCCCN1S(=O)(=O)c1ccccc1 (configuration not stated)
27	Cc1cc(C)nc(N2N=C(c3ccccc3)CC2=O)n1
28	CCOc1ccc(-c2nnc3ccc(SC(C)C)nn23)cc1
29	CCCNC(=O)C(Cc1ccc(Cl)cc1)NC(=O)c1ccc(C#N)cc1 (configuration not stated)
30	CCCCCCn1c(SCCC)nc2c1c(=O)[nH]c(=O)n2C
assay / compound | 19 | 20 | 21 | 22 | 23 | 24 | 25 | 26 | 27 | 28 | 29 | 30
IDH1 R132H inh | 4% | 3% | 0% | 14% | 17% | -6% | 15% | -2% | -3% | 11% | 15% | 7%
rTrxR1 inhibitor | -4% | -9% | · | 19% | -25% | -8% | 15% | -1%[57.1 µM] | 6% | 14% | 35% | 30%[57.1 µM]
TrxR1 substrate | -8% | -7% | · | 5% | -2% | -8% | 15% | -1%[57.1 µM] | -3% | -1% | 12% | -5%
ALOX12 inh | -6% | 6% | -8% | -1% | 13% | 18% | ? | -9% | 12% | 2%[57.4 µM] | -17% | 0%
Vif-A3G inh | 0% | -1% | 0% | 6% | 0% | -8% | 1% | -3% | -2% | 0% | 0% | 1%
RXFP1 agonist | 2.4% | -0.2% | · | -5.0% | 13% | -1.0% | 0.0% | 0.5% | 0.3% | 7.0% | -2.6% | -1.0%
USP1-UAF1 inh | -24% | -16% | -16% | -3% | -4% | -15% | -9% | -3% | -5% | 5% | ? | -9%
RGS4 inh | -9% | -7% | · | -24% | -39% | -8% | -27% | 12% | 15% | -1% | 4% | 8%
Vif-APOBEC3F blk | -2% | 4% | -1% | -5% | ? | ? | -5% | 2% | -4% | 3% | -2% | -1%

31	C=CCNC(=O)Cn1c(=O)c2c(ncn2CCC(C)C)n(Cc2ccccc2)c1=O
32	Cc1ccccc1/C=C1\Oc2ccccc2C1=O
33	CCOC(=O)C(NCCc1ccccc1F)(NC(C)=O)C(F)(F)F (configuration not stated)
34	O=C(CCc1ccc(S(=O)(=O)N2CCOCC2)cc1)Nc1cc(Cl)ccc1N1CCOCC1
35	CSc1ncc(Cl)c(C(=O)Nc2ccc(NC(C)=O)cc2)n1
36	Cc1ccc(S(=O)(=O)NCCC(=O)OCC(=O)NC(=O)c2cccn2C)cc1
37	CCCSc1nc(=O)n2cccc(C)c2n1
assay / compound | 31 | 32 | 33 | 34 | 35 | 36 | 37
IDH1 R132H inh | 11% | 18% | 9% | -2% | 3%&-8% | 5% | 19%
rTrxR1 inhibitor | 0%[57.1 µM] | -3% | -13% | 13%[0.457 µM] | 11%&14% | 32% | 6%
TrxR1 substrate | 5%[57.1 µM] | 0% | -8% | -10% | 1%&4% | 11% | -1%
ALOX12 inh | 4%&14% | -6% | -19% | 3% | -1%&0% | -6% | 6%
Vif-A3G inh | -5% | -10% | 0% | -1% | 0%&-3% | -3% | 1%
RXFP1 agonist | -0.3% | · | 0.6% | 0.2% | 1.6%&-0.2% | 3.7% | 8.2%
USP1-UAF1 inh | 1% | ? | -12% | -6% | -8%&-26% | -26% | -4%
RGS4 inh | 18% | -20% | -2% | -35% | 6%&-22% | 17% | -15%
Vif-APOBEC3F blk | 6% | -4% | 6% | -5% | 1%&3% | -6% | -5%

Some of the compounds tested, so the mix of outcomes need not match the whole.
